Bioassay records from PubChem.
HCMV antiviral: blocks human cytomegalovirus replication. HFF cells, HCMV-luciferase reporter, 72 h; hits give low values. activity change, negative = inhibition, % at 57.5 µM. hit rate 4.5% among 410,000. AID 1259415; in the data active = activity change below about -60%; inconclusive = no clear call, values can overlap the other calls; inactive = above about -39%
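Two-dose cell screen: HFF monolayers treated with compounds and infected with luciferase-expressing HCMV at 1 PFU/cell, 72 h at 37C, then lysed for luciferase measurement.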
AMA1 RON2 block: inhibitors of Plasmodium falciparum AMA1-RON2 interaction; AlphaScreen AMA1-biotinylated RON2 peptide binding; Potency, µM (series often up to 58.2 µM), for inactives: at the highest dose activity change, negative = inhibition, actives largely listed as inhibitors; hit rate 0.2% among 360,000;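 note: potency is the fitted concentration of half-maximal effect; 0% = vehicle wells and -100% = peptide control; nearly all actives have a fitted effect of over 45% in size; some results filed as inactive show a strong effect at the top dose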
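AMA1 (3D7) with his tag at 25 nM final met compounds first, then biotinylated RON2 peptide at 25 nM; detection used donor plus acceptor beads, 10 µg/mL apiece, read by AlphaScreen after 30 min at room temperature.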
TbPYK inhibitor: inhibitors of Trypanosoma brucei pyruvate kinase. TbPYK enzyme, Kinase-Glo Plus ATP luminescence, 45 min. hit rate 0.12% among 410,000. Potency, µM (top dose mostly 76.8 µM), for the others: at the highest dose activity, negative = inhibition, usual class: inhibitors. Q57TT1; note: potency is the fitted concentration of half-maximal effect; nearly all actives have a fitted effect of over 50% in size
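Glycolytic pyruvate kinase of T. brucei was incubated with substrate, test compound and 130 uM ADP for 45 minutes at room temperature. Luminescent Kinase-Glo Plus signal was measured after 10 minutes.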
LmPK inh: LmPK (Leishmania mexicana) enzyme inhibition. Q27686. purified LmPK, Kinase-Glo ATP luminescence, 1 h. Potency, µM (titrated, usually from 57.5 µM), inactives show at the top dose activity change, negative = inhibition, actives largely listed as inhibitors. hit rate 0.37% among 290,000; note: potency is the fitted concentration of half-maximal effect
Target sequence (Q27686 whole entry, looked up): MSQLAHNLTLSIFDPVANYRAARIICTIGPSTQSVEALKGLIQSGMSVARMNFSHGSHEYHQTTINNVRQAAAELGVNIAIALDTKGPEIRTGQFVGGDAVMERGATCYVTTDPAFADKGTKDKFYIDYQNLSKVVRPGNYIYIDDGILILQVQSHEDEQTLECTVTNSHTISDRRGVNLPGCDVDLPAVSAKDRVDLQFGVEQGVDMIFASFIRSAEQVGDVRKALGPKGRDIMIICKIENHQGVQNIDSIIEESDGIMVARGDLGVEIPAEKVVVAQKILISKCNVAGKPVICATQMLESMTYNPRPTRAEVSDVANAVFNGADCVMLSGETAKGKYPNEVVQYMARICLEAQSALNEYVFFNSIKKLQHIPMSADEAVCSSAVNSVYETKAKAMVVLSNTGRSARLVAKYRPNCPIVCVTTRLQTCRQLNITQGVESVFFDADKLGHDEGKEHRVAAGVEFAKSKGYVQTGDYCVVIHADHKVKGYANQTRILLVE
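Pyruvate kinase activity monitored as ATP production (luciferase luminescence). Conditions: 0.1 nM enzyme, 0.5 mM PEP, 0.1 mM ADP, 1 h, RT; normalized against uninhibited and no-enzyme wells.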
AmpC inh no detg: blocks E. coli AmpC beta-lactamase in detergent-free assay | Potency, µM (highest dose often 57.1 µM), for inactives: at the top dose activity change, negative = inhibition, hits mostly inhibitors | AmpC nitrocefin hydrolysis, absorbance 480 nm, 0.0001% Triton | hit rate 0.52% among 330,000;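 note: potency is the fitted concentration of half-maximal effect; plate controls were no compound for no effect and no enzyme for full effect; nearly all actives have a fitted effect of over 20% in size; some results filed as inactive show a strong effect at the top dose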
Target sequence (P00811 whole entry, looked up): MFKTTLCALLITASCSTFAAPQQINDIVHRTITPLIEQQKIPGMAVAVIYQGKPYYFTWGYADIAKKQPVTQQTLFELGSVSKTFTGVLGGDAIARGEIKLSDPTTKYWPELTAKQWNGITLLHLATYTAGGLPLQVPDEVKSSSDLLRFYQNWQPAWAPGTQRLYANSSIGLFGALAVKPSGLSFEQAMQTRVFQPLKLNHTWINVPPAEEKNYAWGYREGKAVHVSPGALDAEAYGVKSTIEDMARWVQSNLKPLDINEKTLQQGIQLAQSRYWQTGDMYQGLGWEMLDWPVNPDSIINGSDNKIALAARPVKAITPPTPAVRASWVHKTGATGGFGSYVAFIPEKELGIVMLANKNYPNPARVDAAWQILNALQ
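20 mM phosphate pH 7.0 + 0.01% (detergent screen) or 0.0001% Triton X-100; 5.3 nM AmpC reagent; cpd preinc 15 min RT; nitrocefin (800 uM stock) to start; A480 q20 s × 4 min; Activity was normalised to no-enzyme and no-compound control wells.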
Sm TGR inh: inhibitors of Schistosoma mansoni thioredoxin glutathione reductase. Q962Y6. purified TGR, DTNB reduction, TNB absorbance 405 nm. Potency, µM (series often up to 114 µM), without a hit: top-dose activity change, negative = inhibition, hits mostly inhibitors. hit rate 3% among 360,000; note: potency is the fitted concentration of half-maximal effect; nearly all actives have a fitted effect of over 60% in size
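TGR 20 nM + NADPH 100 uM (dispensed conc.), cpd preinc 15 min RT; start with NADPH (500 uM addition) then DTNB (15 mM addition). Kinetic TNB absorbance, 405 nm filter. Four-parameter Hill fit across titration.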
AmpC inh detg: AmpC beta-lactamase inhibition with detergent present; Potency, µM (series often up to 114 µM), for the others: top-dose activity change, negative = inhibition, most hits filed as inhibitors; AmpC hydrolysis of nitrocefin, absorbance 480 nm, 0.01% Triton; hit rate 0.041% among 370,000; AID 485294;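 note: potency is the fitted concentration of half-maximal effect; 0% = no-compound wells and -100% = no-enzyme wells; nearly all actives have a fitted effect of over 25% in size; some results filed as inactive show a strong effect at the top dose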
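AmpC (5.3 nM in the dispensed reagent) in 20 mM phosphate pH 7.0 with 0.01% (detergent screen) or 0.0001% Triton X-100 was preincubated with compounds for 15 min at room temperature. Nitrocefin was then added from an 800 uM solution, and hydrolysis was followed at 480 nm.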
Numbers without * were called inactive; u = inconclusive; x = not tested or not shown; [ ] = another dose, or the depositor's remark. Unless noted, calls come from the whole dose curve; as a rule, active = well fitted curve in the direction sought with a large enough effect; inconclusive = small, poorly fitted or top-dose-only effect, or another doubt; inactive = no such curve, though single readings can be large; an effect the other way counts as inactive or inconclusive. Unless noted, % is set by controls: 0 for no effect and ±100 for the full control effect.

| item | canonical_smiles | HCMV antiviral | AMA1 RON2 block | TbPYK inhibitor | LmPK inh |
| --- | --- | --- | --- | --- | --- |
| 1 | O=C(O)c1ccccc1SC1CC(=O)N(C2CCCCC2)C1=O (stereo not given) | x | -1% | -5% | 0% |
| 2 | CCOc1ccc(CCN2C(=O)C(=O)N([C@@H](Cc3ccccc3)CN3CCC[C@H]3CN3C(=O)C(=O)NC[C@@H]3CC(C)C)C[C@@H]2Cc2ccc(O)cc2)cc1 | -40 | -24% | -2% | x |
| 3 | O=C(c1ccccn1)C1CCCN(Cc2cn[nH]c2-c2cc3ccccc3o2)C1 (stereo not given) | -6 | 2% | 0% | 1% |
| 4 | O=C(C1CCCN1C(=O)c1cccs1)N1CCN(Cc2ccc3c(c2)OCO3)CC1 (stereo not given) | 11 | 18% | -2% | 1% |
| 5 | O=C(COC(=O)c1ccc(Br)o1)NCc1ccco1 | 66 | 3% | 2% | x |
| 6 | O=C(CN1CC(c2ccccc2)CC1=O)Nc1ccccc1 (stereo not given) | -30 | 4% | -1% | 2% |
| 7 | Fc1ccc(NC(=S)Nc2ccc(Br)cc2)cc1 | -79* | 37%[activator] | 4% | 1% |
| 8 | Cc1ccc(C)c(N=Cc2c(O)c3ccccc3oc2=O)c1 | x | 18% | 4% | -1% |
| 9 | CC(=O)c1cccc(S(=O)(=O)N(CCCO)Cc2cc3ccc(C)cc3[nH]c2=O)c1 | -14 | 0% | 4% | 4% |
| 10 | N#CN1CCC(NS(=O)(=O)c2ccc(C(F)(F)F)cc2)C1 (stereo not given) | 8 | x | 3% | x |

| item | AmpC inh no detg | Sm TGR inh | AmpC inh detg |
| --- | --- | --- | --- |
| 1 | 2% | 4µM* | u |
| 2 | x | x | x |
| 3 | 95%[activator] | -2% | 0% |
| 4 | -5% | -14% | -1% |
| 5 | x | x | x |
| 6 | -20% | -13% | 1% |
| 7 | -35% | u | -12% |
| 8 | -12% | 2% | -14% |
| 9 | 60% | u | u |
| 10 | 31% | -13% | 4% |

New compounds follow.
| item | canonical_smiles | HCMV antiviral | AMA1 RON2 block | TbPYK inhibitor | LmPK inh |
| --- | --- | --- | --- | --- | --- |
| 11 | COc1ccc(C(=O)OCC(=O)N2CCN(C(=O)c3ccco3)CC2)c(OC)c1OC | -102* | -2% | -1% | x |
| 12 | COc1cc(C2c3c(-c4c(C)cc(C)cc4O)n[nH]c3C(=O)N2CCCOC(C)C)cc(OC)c1OC (stereo not given) | 2 | x | 0% | x |
| 13 | CCCNC(=O)N(C)C[C@H]1Oc2cc(Br)ccc2S(=O)(=O)N([C@@H](C)CO)C[C@@H]1C | -20 | 0% | -3% | x |
| 14 | Cc1cc(NC(=O)COC(=O)COc2cccc3c2OC(C)(C)C3)no1 | 15 | 8% | -1% | 1% |
| 15 | CC(c1cccs1)N(Cc1ccco1)C(=S)Nc1ccc(F)c(Cl)c1 (stereo not given) | -15 | -1% | 0% | 2% |
| 16 | O=C(CN1CCN(C(=O)c2ccccc2)CC1)Nc1cccc(S(=O)(=O)N2CCCC2)c1 | -22 | 17% | 2% | x |
| 17 | Cc1nc(N/N=C/c2ccccc2)nc(N(C)c2ccccc2)c1[N+](=O)[O-] | -1 | -3% | 6% | 1% |
| 18 | Cc1onc(-c2c(F)cccc2Cl)c1C(=O)NCc1ccccc1 | -4 | 3% | 4% | 2% |
| 19 | Cc1ccc(/C=N/NC(=O)c2ccccn2)o1 | 51 | 92%[activator] | -10% | -13% |
| 20 | COC(=O)c1ccccc1NC(=O)C12CC3CC(C1)CC(n1cnc(Cl)n1)(C3)C2 | 23 | -13% | 4% | 2% |

| item | AmpC inh no detg | Sm TGR inh | AmpC inh detg |
| --- | --- | --- | --- |
| 11 | x | x | x |
| 12 | x | -1% | -5% |
| 13 | x | x | x |
| 14 | -13% | 15% | 0% |
| 15 | -33% | -14% | u |
| 16 | 137%[activator] | -9% | u |
| 17 | -18% | -2% | -2% |
| 18 | 2% | 5% | -2% |
| 19 | -10% | -5% | -8% |
| 20 | 28% | 8% | u |

Compound profiles, from the list above. Order of screens: HCMV antiviral	AMA1 RON2 block	TbPYK inhibitor	LmPK inh	AmpC inh no detg	Sm TGR inh	AmpC inh detg
Record of Cc1cc(NC(=O)COC(=O)COc2cccc3c2OC(C)(C)C3)no1 = 15	8%	-1%	1%	-13%	15%	0%
Record of O=C(CN1CCN(C(=O)c2ccccc2)CC1)Nc1cccc(S(=O)(=O)N2CCCC2)c1 = -22	17%	2%	x	137%[activator]	-9%	u
Record of Cc1nc(N/N=C/c2ccccc2)nc(N(C)c2ccccc2)c1[N+](=O)[O-] = -1	-3%	6%	1%	-18%	-2%	-2%

Fetched one by one from above:
| item | canonical_smiles | HCMV antiviral | AMA1 RON2 block | TbPYK inhibitor | LmPK inh |
| --- | --- | --- | --- | --- | --- |
| 1 | O=C(O)c1ccccc1SC1CC(=O)N(C2CCCCC2)C1=O (stereo not given) | x | -1% | -5% | 0% |
| 14 | Cc1cc(NC(=O)COC(=O)COc2cccc3c2OC(C)(C)C3)no1 | 15 | 8% | -1% | 1% |
| 19 | Cc1ccc(/C=N/NC(=O)c2ccccn2)o1 | 51 | 92%[activator] | -10% | -13% |
| 5 | O=C(COC(=O)c1ccc(Br)o1)NCc1ccco1 | 66 | 3% | 2% | x |
| 3 | O=C(c1ccccn1)C1CCCN(Cc2cn[nH]c2-c2cc3ccccc3o2)C1 (stereo not given) | -6 | 2% | 0% | 1% |

| item | AmpC inh no detg | Sm TGR inh | AmpC inh detg |
| --- | --- | --- | --- |
| 1 | 2% | 4µM* | u |
| 14 | -13% | 15% | 0% |
| 19 | -10% | -5% | -8% |
| 5 | x | x | x |
| 3 | 95%[activator] | -2% | 0% |

The results go on.
| item | canonical_smiles | HCMV antiviral | AMA1 RON2 block | TbPYK inhibitor | LmPK inh |
| --- | --- | --- | --- | --- | --- |
| 21 | COc1ccc(NC(=O)C2(C)CCN2C2Cc3ccccc3C2)cc1OC (stereo not given) | 12 | -24% | -6% | x |
| 22 | Cc1nnn(C23CC4CC(CC(CC(=O)Nc5ccc(C)c(Cl)c5)(C4)C2)C3)n1 | -27 | 0% | 5% | 2% |
| 23 | Cc1ccccc1N(C(=O)Cn1nnc2ccccc21)C(C(=O)NCc1ccco1)c1ccncc1 (stereo not given) | -35 | 1% | 0% | 7% |
| 24 | O=C1CCC/C(=N/NC(=O)c2ccc(CN3c4cccc5cccc(c45)S3(=O)=O)cc2)C1 | -14 | 57%[activator] | 0% | -1% |
| 25 | CCOc1ccc(S(=O)(=O)N2CCCCC2)cc1NC(=O)c1ccccc1 | -17 | -1% | -3% | x |
| 26 | O=C(N/N=C1\C2CN3CCN(C2)CC1(c1ccccc1)C3)c1ccc(F)cc1 | 2 | 16% | -1% | 3% |
| 27 | COc1cc(C2C3=C(COC3=O)Oc3cc4c(cc32)OCO4)cc(OC)c1OC(C)=O (stereo not given) | -69* | -25% | -4% | x |
| 28 | CC(=O)Nc1nc(C)c(Oc2ccc(C)cc2)c(=O)[nH]1 | 12 | -5% | -3% | 6% |
| 29 | O=c1c2ccccc2nc(SCc2ccccc2)n1Cc1ccco1 | -32 | 4% | 0% | 2% |
| 30 | CCOC(=O)c1cnn(-c2ccc(Cl)cc2)c1C1CCN(C(=O)OC(C)(C)C)CC1 | -24 | u | 5% | 3% |
| 31 | COc1cc(C(=S)N2CCOCC2)cc(OC)c1OC(=O)c1ccccc1[N+](=O)[O-] | -24 | u | -5% | -1% |
| 32 | Nc1c(-c2ccc(Cl)cc2)cnn1-c1cccc([N+](=O)[O-])c1 | -39 | -22% | 4% | 2% |

| item | AmpC inh no detg | Sm TGR inh | AmpC inh detg |
| --- | --- | --- | --- |
| 21 | x | x | x |
| 22 | -6% | -6% | -8% |
| 23 | 29% | u | -4% |
| 24 | 60%[activator] | -4% | 2% |
| 25 | x | x | x |
| 26 | -12% | -3% | 1% |
| 27 | x | x | x |
| 28 | 10% | 16% | 0% |
| 29 | -9% | 28µM* | 4% |
| 30 | 17% | -5% | 0% |
| 31 | 96%[activator] | 0% | 6% |
| 32 | -28% | 0% | -5% |
